TROY signal inh = TROY signaling inhibition | Q293 LMP1-TROYcd NF-kB luciferase reporter, 4 h | inhibition, % at 10 µM | hit rate 0.98% among 360,000;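 active = compounds whose plate-normalised and pattern-corrected inhibition of the luciferase reporter signal at the single screening dose is 50% or more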
KKLEB cytotox = CF airway cell cytotoxicity counter-screen; KKLEB CF airway cells viability, ATPlite luminescence, overnight; active compounds read low; cells stimulated with P. aeruginosa culture filtrate; activity change (cytotoxicity), % at 5 µM; hit rate 0.36% among 360,000;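 active = corrected activity change at or below -50% at 5 µM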
Shn3 3UTR inh = Schnurri-3 reporter inhibition in Clone20 osteoblasts; inhibition, % at 12.5 µM; Clone20 osteoblast Shn3 3'UTR firefly luciferase, 24 h; hit rate 0.52% among 360,000;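 active = mean inhibition of at least 75% with every replicate also reaching 75%; inconclusive = mean inhibition at least 75% but some replicate below; inactive = mean inhibition below 75%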;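 note: 0% = median of neutral control wells and 100% = pilot-screen positive control compound; some compounds past the cut are filed as inactive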
Peg3 prom inh = Peg3 promoter activity inhibition; HeLa PEG-Prom luciferase reporter, luminescence, overnight; inhibition, % at 20 µM; hit rate 1.7% among 360,000; AID 588405;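 active = inhibition of at least 50% at 20 µM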
NR2E3 ag-1 = NR2E3 (human) agonism; Q9Y5X4; GST-NR2E3/biotin-RetCOR TR-FRET, 1536-well; inhibition of corepressor binding, % at 4.78 µM; hit rate 0.12% among 320,000; AID 2300;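 active = percent inhibition above the cutoff of mean plus 3 SD of all tested compounds, set per screening campaign, cut at about 20% in these data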;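 note: 0% = DMSO wells and 100% = biotin wells as full block of FRET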
Target sequence (Q9Y5X4 whole entry, looked up): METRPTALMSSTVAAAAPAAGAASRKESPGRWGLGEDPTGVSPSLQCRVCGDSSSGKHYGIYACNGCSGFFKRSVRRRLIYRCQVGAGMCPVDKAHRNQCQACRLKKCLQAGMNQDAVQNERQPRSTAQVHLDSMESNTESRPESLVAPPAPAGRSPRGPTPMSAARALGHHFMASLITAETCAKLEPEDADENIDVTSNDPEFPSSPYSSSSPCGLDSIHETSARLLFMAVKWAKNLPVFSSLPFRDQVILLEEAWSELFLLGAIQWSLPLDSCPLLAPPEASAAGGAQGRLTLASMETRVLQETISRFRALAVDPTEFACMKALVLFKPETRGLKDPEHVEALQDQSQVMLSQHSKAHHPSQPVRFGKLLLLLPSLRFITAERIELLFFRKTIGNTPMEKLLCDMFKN
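Material: NR2E3–RetCOR corepressor complex | Quantity: 1.35 nM GST-tagged NR2E3 final | Schedule: 5 h at 4 °C | Replication: Singlicate compound wells | Reagent: RetCOR corepressor, biotinylated, 7 nM | Controls: Biotin wells as high control, 0.6% DMSO wells as low control | Signal: TR-FRET, Eu(K)-anti-GST donor, streptavidin-D2 acceptor, ex 340, em 617/671 nm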
TRAIL sens C8 = caspase-8 TRAIL sensitization | hit rate 1% among 360,000 | NB7+C8 cells + TRAIL, ATPlite viability luminescence | inhibition (viability loss, TRAIL sensitization), % at 10 µM | AID 624354;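 active = compounds causing at least 50% loss of cell viability in the single-dose screen, relative to plate controls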
TWEAK Fn14 block = blocks TWEAK-Fn14 interaction in a reporter cell assay; TWEAK-stimulated Fn14 reporter cells, luciferase luminescence, 8 h; inhibition, % at 10 µM; hit rate 2% among 360,000; in the data active = inhibition above about 50%
TRPM1 prom inh = reduces MITF-dependent TRPM1 promoter luciferase signal. SK-MEL-5 TRPM1 promoter luciferase, 24 h. inhibition, % at 12.5 µM. hit rate 0.83% among 330,000;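 active = mean inhibition across replicates of 60% or more, whatever share of single replicates reaches that level; inconclusive = some that reach 60%, reason not given; inactive = mean inhibition across replicates below 60%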; note: values of inactives mirror those of a sister screen read the other way
NR2E3 ag-2 = activates human NR2E3 receptor | AID 602229 | inhibition of corepressor binding, % at 3.98 µM | hit rate 0.35% among 360,000 | CHO-S Gal4-NCOR/VP16-NR2E3 two-hybrid, luciferase | Q9Y5X4;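 active = inhibition above the mean of all tested compounds plus 3 SD, cut at about 70% in these data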;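 note: 0% = DMSO with NR2E3 transfected cells and 100% = cells lacking NR2E3 construct; higher means lower luciferase signal from less NR2E3 corepressor binding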
HIF-2a inh = inhibitors of HIF-2a | AID 624352 | inhibition, % at 18.8 µM | hit rate 0.72% among 360,000 | 786-0 RCC cells HIF-2a reporter, luciferase luminescence, overnight;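 active = inhibition of the luminescence signal of 40% or more relative to plate controls, in a single-dose primary screen at 18.75 µM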
CF NFkB block = blocks PAF-induced NF-kB reporter in cystic fibrosis cells; KKLEB NF-kB-GFP reporter, GFP fluorescence overnight; inhibition, % at 5 µM; hit rate 0.86% among 360,000; AID 588850;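 active = at least 50% inhibition at 5 µM, scaled per plate between neutral and stimulator controls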;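 note: PAF is a Pseudomonas aeruginosa culture filtrate used as stimulus; plate controls were PAF-stimulated DMSO wells for no effect and unstimulated DMSO wells for full effect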
* hit, by the source's call; ? = inconclusive; / = not tested or not shown.

SMILES	TROY signal inh	KKLEB cytotox	Shn3 3UTR inh	Peg3 prom inh	NR2E3 ag-1	TRAIL sens C8	TWEAK Fn14 block	TRPM1 prom inh	NR2E3 ag-2	HIF-2a inh	CF NFkB block
CC(CNC(=O)CCC(=O)N1CCOc2ccc(Cl)cc21)c1ccccc1 (stereo not drawn)	8	11	-16	10	0	-7	15	/	-4	-6	-40
O=C(CC1c2cc(F)ccc2C=C(c2ccsc2)N1c1ccc(C#CCCO)cc1)c1ccco1 (stereo not drawn)	-2	/	/	/	/	-2	5	/	2	0	/
O=C(Nc1cccc(S(=O)(=O)N2CCOCC2)c1)c1ccc2c(=O)n3c(nc2c1)CCCCC3	32	-6	63	51*	-1	31	31	6	12	11	-13
COc1ccc(-c2cn3ccccc3n2)cc1[N+](=O)[O-]	-80	3	-83	-255	-1	61*	-30	-72	-76	-226	-23
O=C(Nc1ccc(F)cc1)c1ccccc1NS(=O)(=O)N1CCCC1	2	1	-5	14	-1	3	6	1	5	9	-4
CC1(C(=O)NNC(=S)NCc2ccco2)CC1(Cl)Cl (stereo not drawn)	6	-34	-11	2	-1	-5	0	-2	-10	17	-4
C=Cn1cc[n+](CC(=O)c2ccc(Cl)cc2)c1	-16	7	10	10	5	-1	4	3	-30	16	-28
NC1(C#Cc2ccc3oc(=O)c(-n4cc(-c5ccsc5)nn4)cc3c2)CCCCC1	-22	1	3	33	1	22	-11	50	17	-14	-51
COC(=O)[C@@]1(Cc2ccc(OC)cc2)[C@@H]2[C@@H](CC(=O)[C@H]2CC(=O)C(=O)N(C)C)CN1C(=O)c1ccccc1	20	1	-4	2	1	1	7	-8	16	18	-15
CCn1c(Sc2nc(C)nc3scc(-c4cccs4)c23)n[nH]c1=O	31	-2	-22	-1	2	1	5	-2	-2	19	18
CC1=Nc2cc(C(=O)N3CCCC3)ccc2Sc2ccc(C)cc21	-2	-3	-12	14	0	12	-18	9	-3	9	4
O=C(NCC1CCCO1)c1c(O)c2cccc3c2n(c1=O)CC3 (stereo not drawn)	-3	-4	-10	5	0	-2	6	3	-4	-50	-3
Cc1ccc(C=Nc2cc([N+](=O)[O-])ccc2C)s1	3	6	-3	8	0	-2	-9	6	-23	-3	-16
COc1ccccc1N(CC(=O)NC1CCCCC1)S(C)(=O)=O	-26	7	6	18	1	5	-20	1	-19	14	8
COc1ccc(-n2nc([N+](=O)[O-])c(=NCCc3ccccc3)n2O)cc1	-32	4	2	-82	0	-6	-6	10	-26	-90	-6
CCOCCCNC(=O)C(NC(=O)c1ccccn1)c1ccc(C)cc1 (stereo not drawn)	3	1	0	7	1	-7	5	0	-13	15	4
COC(=O)C(NC(=O)c1ccc(OC)cc1)(Nc1ncc(S(=O)(=O)c2ccc([N+](=O)[O-])cc2)s1)C(F)(F)F (stereo not drawn)	-13	-10	4	26	0	-7	21	15	-27	24	15
CC(OC(=O)c1cccnc1SCc1cc(=O)n2ccccc2n1)c1ccccn1 (stereo not drawn)	5	18	0	-3	-1	8	-10	-2	-56	-61	24
O=C(CSc1nc2c(c(=O)n1-c1ccc(F)cc1)SCC2)NCC1CCCO1 (stereo not drawn)	6	-1	0	13	4	-15	-5	-8	-27	-2	-8
CSc1cccc(NC(=O)C2(S(=O)(=O)c3ccc(C)cc3)CC2)c1	-1	-2	-8	11	4	-4	-2	3	4	9	-8
O=C(Cn1cncn1)N/N=C/c1cccc2ccccc12	-6	-7	0	0	-6	1	-22	6	4	6	10
NC(=O)c1c(NC(=O)CSc2nc3c(c(C(F)(F)F)n2)CCc2ccccc2-3)sc2c1CCCC2	1	-25	-8	23	-1	4	8	9	-5	-8	31
COC(=O)CCCC1=CC2=CC(=O)C(C)(OC(=O)c3cccs3)C(=O)C2=CN1CCN1CCOCC1 (stereo not drawn)	3	3	-19	0	0	-3	20	6	-35	9	4
Cc1c(C(=O)NN)nn(-c2ccc(Cl)cc2)c(=O)c1C#N	55*	-16	30	-22	-2	3	65*	46	-14	6	6
O=C(NCCc1cn2ccccc2n1)c1ccc(Br)o1	6	4	13	16	1	-10	-2	-6	-1	0	9
O=C1c2ccccc2CN2C(=O)c3ccccc3CN12	6	10	-18	0	3	-27	7	12	-24	6	-8
CSc1cccc(NC(=O)C2CC(=O)N(c3ccc4c(c3)OCCO4)C2)c1 (stereo not drawn)	-12	-5	6	11	/	-10	19	/	20	8	13
O=[N+]([O-])c1cc(CN2CCCCCC2)ccc1O	-14	15	20	23	1	11	11	0	31	10	-24
C=CCn1c(COc2ccc(Cl)cc2)nnc1SCC(=O)c1c(N)n(C)c(=O)n(C)c1=O	0	4	14	7	1	-9	-30	-8	-15	7	-13
CN(C)/C=C/C(=O)c1nnn(C2CCCCC2)c1NC1CCCCC1	-2	12	-8	11	2	5	9	15	-10	4	1

The final 3 compounds of the section before are carried over, then new ones follow:
SMILES	TROY signal inh	KKLEB cytotox	Shn3 3UTR inh	Peg3 prom inh	NR2E3 ag-1	TRAIL sens C8	TWEAK Fn14 block	TRPM1 prom inh	NR2E3 ag-2	HIF-2a inh	CF NFkB block
O=[N+]([O-])c1cc(CN2CCCCCC2)ccc1O	-14	15	20	23	1	11	11	0	31	10	-24
C=CCn1c(COc2ccc(Cl)cc2)nnc1SCC(=O)c1c(N)n(C)c(=O)n(C)c1=O	0	4	14	7	1	-9	-30	-8	-15	7	-13
CN(C)/C=C/C(=O)c1nnn(C2CCCCC2)c1NC1CCCCC1	-2	12	-8	11	2	5	9	15	-10	4	1
COC(=O)CN1C(=S)N(c2ccccc2)C(=O)C1CC(=O)Nc1ccc(Cl)cc1 (stereo not drawn)	6	-3	28	9	-1	-5	10	8	2	6	-15
CN(Cc1ccccc1)C(CNS(=O)(=O)c1ccccc1)c1ccccc1 (stereo not drawn)	-4	1	12	21	/	11	15	/	-1	3	15
CC(NC(=O)c1cccc(S(=O)(=O)N2CCc3ccccc32)c1)c1ccco1 (stereo not drawn)	1	26	9	9	-1	5	19	21	-22	13	12
COc1cc2c(cc1OC)CN(CC(O)c1ccccc1)CC2 (stereo not drawn)	-13	3	1	-8	3	23	-8	-4	-16	3	-22
CC(=O)N1C(=O)N(C)C2C1N(C(C)=O)C(=O)N2C (stereo not drawn)	6	-1	13	22	1	-6	6	15	11	20	-8
COc1ccc(CCNC(=O)C/C(C)=N/NC(=O)c2cnccn2)cc1	-22	-16	-22	5	5	5	6	3	-22	2	6
O=C(COC(=O)c1ccccn1)Nc1cc(Cl)ccc1Cl	13	10	5	18	5	-5	-1	36	-4	6	-5
N=c1n(CCN2CCCC2)c2ccccc2n1CC(O)c1ccc(Cl)c(Cl)c1 (stereo not drawn)	8	-22	15	115*	0	1	-36	99*	10	15	20
C=CCc1c(C)nc2c(C)cccc2c1SC(=N)N	-1	2	13	5	-2	-10	-32	4	-12	14	-11
CSc1ccccc1C(=O)NCC(c1ccco1)N(C)C (stereo not drawn)	11	12	16	21	4	16	38	7	-18	17	-11
Cc1ccc(O)c(NC(=O)c2onc(C)c2Cl)c1	-38	4	-10	-124	7	1	10	-12	-39	-121	-26
CCCCCCSC1=C(C#N)C(c2ccc(C)o2)CC(=O)N1 (stereo not drawn)	6	1	-15	23	1	-1	-7	6	18	11	10
CCOc1ccc(Oc2cc(N)cc([N+](=O)[O-])c2)cc1	-50	7	-27	-64	2	16	-11	-8	-33	-65	2
Cc1ccc(S(=O)(=O)N(C)C)cc1NC(=O)COc1ccc(-c2nnco2)cc1	-15	3	-2	-7	3	11	-14	-3	9	-1	-6
O=C(Cc1c[nH]c2ccccc12)N/N=C/c1cccc(F)c1	10	8	-10	-20	-3	-14	2	-7	-32	-19	-9
CCN(CC)S(=O)(=O)c1cccc(C(=O)Nc2nncs2)c1	-10	16	-3	17	3	3	16	7	-2	-7	1
COc1ccccc1NC1=C(NC(C)=O)C(=O)c2ccccc2C1=O	-13	-5	-11	6	/	-8	-15	?	-5	3	6
CN(c1ccccc1)c1ncnc2c1ncn2C	3	16	4	-7	/	-12	25	-5	-56	-18	-2
CC(=O)NC1=C(Nc2ccc(N(C)C)cc2)C(=O)c2ccccc2C1=O	24	1	-6	-247	-21	30	43	12	-104	-213	0
NC(=O)c1ccc(N2CCN(S(=O)(=O)c3ccccc3)CC2)c([N+](=O)[O-])c1	21	-5	78	9	2	44	9	13	74*	15	2
Nc1nc(NCC2CCCO2)nc(Nc2ccc(Cl)cc2)c1[N+](=O)[O-] (stereo not drawn)	10	-9	-14	10	-2	-7	-7	-12	-23	0	2
O=C(COc1ccc(-c2nnco2)cc1)NC1CCCc2ccccc21 (stereo not drawn)	-10	-2	-15	6	1	4	-2	-2	-14	5	6
CCOCCCNC(=O)c1ccc(CS(=O)(=O)Cc2ccc(C)cc2)o1	0	5	-1	-10	1	-2	10	11	-4	1	2
CNc1cc(C(=O)Nc2cccc(OCc3ccccc3)c2)ncn1	-49	5	-1	-225	/	22	-37	/	-67	-224	-49
COn1c(C)c(C)c2c3nonc3ccc21	7	3	-3	6	/	-10	9	4	-23	11	31
COc1cccc(NC(=O)Cn2nnc(C(=O)NCc3ccc4c(c3)OCO4)c2N)c1	-4	3	2	11	2	-9	-19	6	6	11	20
CC(C)CCNC(=O)c1c[nH]c2ccc(S(=O)(=O)N3CCOCC3)cc2c1=O	-5	7	1	15	7	-1	5	12	-10	9	-14
O=C(NC1CC2CCC(C1)N2C(=O)NC1CCCCC1)NC12CC3CC(CC(C3)C1)C2 (stereo not drawn)	16	1	11	7	-1	-2	2	27	7	1	-8
O=C(COc1ccccc1Cl)Nc1ccc(CN2CCCCC2)cc1	-3	-7	1	10	0	-4	23	16	4	3	8
Brc1ccc(Nc2nc(-c3cccnc3)cs2)cc1	-12	3	-92	-230	0	11	1	-25	-87	-220	-13
COc1ccc(CNC(=O)c2sc(=S)n(-c3ccc(OC)cc3)c2N)cc1	2	-1	5	-1	-4	2	4	-5	4	8	-4
Nc1c(C(=O)NCc2ccccc2)c2nc3ccccc3nc2n1CCCN1CCOCC1	-6	4	7	30	4	-7	5	-4	-11	8	-31
NC(=O)c1ccccc1N1CCCCC1	10	-2	-1	15	0	4	10	-8	-10	12	-1
CCc1nnc(NC(=O)c2ccc(OC)cc2OC)s1	22	-1	-20	-99	-3	28	74*	-32	-154	-38	0
CC1CC(C)(C)NC(=S)N1CCCC(=O)Nc1ccc2c(c1)OCCO2 (stereo not drawn)	-18	0	-7	-157	4	4	30	-41	-23	-160	2
O=C(NCc1cccs1)C1CCN(C(=O)NCc2ccccc2)CC1	6	-2	7	7	2	-5	-7	6	-17	15	10

Not all compounds are listed; count on the stated rates, not on these rows.
